PhoP GFP inhibition = Inhibition of PhoP regulon, Salmonella typhi GFP reporter cells, confirmation, 4 h (AID 1850); 0.33% of 310,000 active; Salmonella Typhi PhoP-promoter GFP reporter, fluorescence, 4 h; higher % means a stronger effect; inhibition, % at 50 µM; hits with a dose series show IC50 in µM; in the data active means a potency from the dose series; inconclusive means inhibition mostly from about 25% at the one dose, without a potency; inactive means the rest, 99 in 100 with inhibition below about 19%;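 further: 0% = induced wells with vehicle and 100% = uninduced wells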
tuberculosis growth = growth inhibition of non-replicating M. tuberculosis (AID 488890); Mycobacterium tuberculosis non-replicating, growth inhibition; higher % means a stronger effect; inhibition, % at 25 µM; hits with a dose series show IC50 in µM; 0.39% of 320,000 active; in the data active means a potency from the dose series; inconclusive means inhibition mostly from about 82% at the one dose, without a potency; inactive means the rest, 99 in 100 with inhibition below about 76%;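 further: plate controls were DMSO cells for no effect and high antibiotic wells for full effect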
M. tuberculosis HTS = M. tuberculosis growth inhibition, HTS (AID 449762); M. tuberculosis H37Rv growth inhibition, 7H9 media; higher % means a stronger effect; 0.59% of 330,000 active; inhibition, % at 25 µM; hits with a dose series show IC50 in µM; in the data active means a potency from the dose series; inconclusive means inhibition above about 70% without an active follow-up result;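 further: bacterial growth assessed after seven days of incubation; strong numbers were not always called active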
influenza NS1A = NS1A inhibition, H1N1 influenza, cell based functional assay (AID 504329); 0.3% of 340,000 active; NS1A functional cell-based assay, percent inhibition; higher % means a stronger effect; inhibition, % at 12.5 µM, or IC50 in µM where a hit was titrated; in the data active means a potency from the dose series; inconclusive means inhibition above about 27% without an active follow-up result; further: strong numbers were not always called active
inhibitors of VEEV = inhibitors of VEEV TC-83 cytopathic effect, confirmation, Vero cells (AID 588727); one-dose inhibition, % at 20 µM; IC50 in µM for titrated hits; 0.13% of 350,000 active; Vero cells, VEEV TC-83 cytopathic effect inhibition; higher % means a stronger effect; in the data active means a potency from the dose series; inconclusive means inhibition mostly from about 14% at the one dose, without a potency; inactive means the rest, 99 in 100 with inhibition below about 12%; further: strong numbers were not always called active
inhibitors of VEEV 10K pilot screen = further read-out of inhibitors of VEEV, marked with its call; inhibition, %; measured here: 10K pilot screen inhibition
* hit, by the source's call; i = inactive; u = inconclusive; x = no result given.

SMILES	PhoP GFP inhibition	tuberculosis growth	M. tuberculosis HTS	influenza NS1A	inhibitors of VEEV	others
Cc1ccc(NC(=O)CN(C)C(=O)COC(=O)CCS(=O)(=O)c2ccc(C)cc2)cc1	4%	11%	10%	-12%	2.5%
O=C(CC1CS(=O)(=O)CC1CC(=O)Nc1ccc2c(c1)OCCO2)Nc1ccc2c(c1)OCCO2 (stereo not given)	-6%	13%	-2%	2%	1.5%
COc1ccc2[nH]c(=O)c(CN(C(=O)c3ccncc3)C(C)(C)C)cc2c1	-3%	-7%	-2%	4%	0.4%	inhibitors of VEEV 10K pilot screen=0.5
CN(C(=O)c1nc(-c2ccccc2)n(-c2ccccc2)n1)C1CCS(=O)(=O)C1 (stereo not given)	13%	-13%	-2%	4%	i
Nc1ccccc1Nc1cc(-c2ccccc2)nn1-c1cccc(Cl)c1	-4%	9%	6%	8%	1.7%
CCCC(=O)C1=C(O)C(C(=O)OC)C(C)(C)CC1=Nc1ccc(N)cc1 (stereo not given)	3%	14%	3%	5%	0.6%	inhibitors of VEEV 10K pilot screen=1.0
COCCN(C(=S)Nc1cccc(C)c1C)C(C)c1ccco1 (stereo not given)	-2%	5%	4%	-8%	1.2%
O=C(c1ccco1)N1CCN(C(=S)NCc2ccc(F)cc2)CC1	-4%	0%	-6%	-12%	0.7%
CCOC(=O)c1sc(NC(=O)CCN2CCOCC2)c(C(=O)OCC)c1C	0%	1.7µM*	2%	-6%	0.9%
Clc1ccc(COn2c(-c3ccc(Cl)cc3)nc3ccccc32)cc1	-2%	41%	1%	-4%	i	inhibitors of VEEV 10K pilot screen=3.2
CS(=O)(=O)Nn1cnc2ccccc2c1=O	21%	-17%	-1%	3%	0.2%
Fc1ccc(Oc2nnnn2-c2ccccc2)cc1	5%	2%	3%	-13%	0.4%
CC1(CCc2ccccc2)NC(=O)N(CC(=O)Nc2ccc(S(N)(=O)=O)cc2)C1=O (stereo not given)	3%	1%	0%	-4%	0.5%
FC(F)(F)c1cccc(CNC2c3ccccc3-c3ccccc32)c1	-12%	2%	10%	-5%	1.0%
O=C(NCc1ccc(F)cc1)c1c(O)c2cccc3c2n(c1=O)CCC3	-4%	2%	4%	-2%	1.4%
COc1ccc2ccc(Oc3ncccn3)cc2c1	10%	1%	0%	-2%	i
Cc1nnc(SCCn2c(N(C)Cc3ccccc3)nc3c2c(=O)[nH]c(=O)n3C)s1	-13%	14%	-1%	-16%	6.3%	inhibitors of VEEV 10K pilot screen=3.0
Cc1cc(NC(=O)CCc2ccc(C)o2)no1	-3%	16%	6%	-3%	1.1%
Cc1onc(-c2c(F)cccc2Cl)c1C(=O)NCCO	5%	-8%	-5%	3%	1.3%
CN(C)c1ccc(O)c2c1CC1CC3[C@@H](N(C)C)C(=O)C(C(N)=O)=C(O)[C@]3(O)C(=O)C1=C2O (stereo not given in full)	8.8µM*	u	u	8%	1.4%

Of the compounds above, two contain an NH in an aromatic ring.
SMILES	PhoP GFP inhibition	tuberculosis growth	M. tuberculosis HTS	influenza NS1A	inhibitors of VEEV	others
COc1ccc2[nH]c(=O)c(CN(C(=O)c3ccncc3)C(C)(C)C)cc2c1	-3%	-7%	-2%	4%	0.4%	inhibitors of VEEV 10K pilot screen=0.5
Cc1nnc(SCCn2c(N(C)Cc3ccccc3)nc3c2c(=O)[nH]c(=O)n3C)s1	-13%	14%	-1%	-16%	6.3%	inhibitors of VEEV 10K pilot screen=3.0

Additional compounds follow:
SMILES	PhoP GFP inhibition	tuberculosis growth	M. tuberculosis HTS	influenza NS1A	inhibitors of VEEV	others
O=C(O)c1c(-n2cccc2)sc2c1CCCC2	-15%	2%	8%	2%	0.4%
Cc1cc(C(=O)N/N=C2\CC(=O)CC(C)(C)C2)c(C)n1-c1ccccc1	-4%	42%	3%	12%	i
C=CCc1cccc2cc(C(=O)N(C)C)c(=O)oc12	2%	1%	1%	-10%	0.5%
COc1ccc(CCNC(=O)c2c(C)nn(-c3ccccc3)c2Cl)cc1OC	-2%	0%	-4%	12%	1.6%
Cc1ccc(C2Nc3ccccc3C(=O)N2Cc2ccco2)cc1 (stereo not given)	2%	25%	5%	11%	4.5%
O=C(c1ccco1)N1CCN(S(=O)(=O)c2ccc3c(c2)OCCO3)CC1	-8%	5%	2%	-9%	i
O=[N+]([O-])c1ccc(/C=N/Nc2ncc(Br)cn2)cc1	-4%	-9%	7%	-5%	2.1%
O=C(Cc1c[nH]c2ccccc12)NCc1cccs1	0%	-1%	5%	-4%	i
O=C1COc2ccc(C(=O)COC(=O)Cc3c(F)cccc3Cl)cc2N1	x	x	x	1%	1.9%
Cc1ccc(Sc2c([N+](=O)[O-])c(C)nn2C)cc1	4%	4%	2%	-13%	1.5%

Compounds listed so far containing a thiophene ring, fused or not (three):
SMILES	PhoP GFP inhibition	tuberculosis growth	M. tuberculosis HTS	influenza NS1A	inhibitors of VEEV	others
CCOC(=O)c1sc(NC(=O)CCN2CCOCC2)c(C(=O)OCC)c1C	0%	1.7µM*	2%	-6%	0.9%
O=C(O)c1c(-n2cccc2)sc2c1CCCC2	-15%	2%	8%	2%	0.4%
O=C(Cc1c[nH]c2ccccc12)NCc1cccs1	0%	-1%	5%	-4%	i

(further entries)
SMILES	PhoP GFP inhibition	tuberculosis growth	M. tuberculosis HTS	influenza NS1A	inhibitors of VEEV	others
O=C(CSc1nc(-c2ccccc2)nc2ccc(F)cc12)Nc1cccc(C(=O)O)c1	8%	6%	-4%	-6%	1.3%
Cc1cc(C)nc(N2CCC(C(=O)NCc3ccccc3F)CC2)n1	-37%	4%	4%	-10%	1.6%
COc1ccc(-n2nnnc2SCC(=O)Nc2ccccc2N2CCOCC2)cc1OC	-2%	26%	1%	13%	0.1%
Cc1cc(C)c[n+](CC(=O)c2c(C)cc(C)c([N+](=O)[O-])c2C)c1	8%	-2%	5%	-26%	0.1%
O=[N+]([O-])c1ccccc1C=CC=NN=Cc1ccccc1O	x	x	x	9%	11%
CCOc1cc(/C=N/N=C/c2ccc(O)c(OCC)c2)ccc1O	-4%	-3%	1%	-17%	1.4%
O=C(NCCN1Cc2ccccc2C1=O)c1cccs1	-3%	-15%	1%	-2%	0.4%
Cc1cccc(C)c1NC(=O)Cn1c(=O)c(N2CCCCC2)c(N)n(C)c1=O	x	-5%	-5%	-13%	4.3%
O=C(Nc1ccccc1N1CCCC1)c1ccc([N+](=O)[O-])cc1Cl	-5%	2%	6%	14%	0.2%
O=S(=O)(NN1CCOCC1)c1ccc(Br)cc1	-12%	2%	-17%	-6%	3.0%

Reprinted from the part before: 2 compounds, followed by the next part.
SMILES	PhoP GFP inhibition	tuberculosis growth	M. tuberculosis HTS	influenza NS1A	inhibitors of VEEV	others
O=C(Nc1ccccc1N1CCCC1)c1ccc([N+](=O)[O-])cc1Cl	-5%	2%	6%	14%	0.2%
O=S(=O)(NN1CCOCC1)c1ccc(Br)cc1	-12%	2%	-17%	-6%	3.0%
CC1(C)C(=O)Nc2ccccc2N1C(=O)COC(=O)c1cc(S(=O)(=O)N2CCOCC2)ccc1F	2%	-13%	-4%	-8%	0.3%
Cn1nnc2cc(NC(=O)NCc3ccc4c(c3)OCO4)ccc21	-9%	-7%	-1%	-5%	0.6%
COC(=O)c1ccc2c(=O)n(CCCCCC(=O)O)c(=O)[nH]c2c1	-11%	-12%	-5%	2%	0.7%
CC1=CCC2C(=O)N(CCc3c[nH]c4ccccc34)C(=O)C2C1 (stereo not given)	9%	18%	10%	1%	0.5%
O=C(CC1Sc2ncnn2C1=O)Nc1ccc(Cl)cc1 (stereo not given)	4%	32%	-5%	x	x
CCOC(=O)c1cnc(-n2nc(C)cc2C)nc1NC	1%	u	u	2%	2.1%
CCN=C1SC(CC(=O)NCCc2ccc(OC)c(OC)c2)C(=O)N1CC (stereo not given)	-4%	x	-13%	4%	i	inhibitors of VEEV 10K pilot screen=0.6
CNC(=O)c1c(Cl)cnn1-c1ccccc1	-6%	1%	-6%	x	5.7%
O=C(O)CCCCCNC(=O)CSc1nnc(-c2ccco2)n1-c1ccccc1	8%	1%	4%	5%	1.1%
Cc1ccc(S(=O)(=O)Nc2cccc(C(=O)N3CCCC3)c2)cc1F	6%	15%	11%	-4%	i
Cc1cc(C)n(CC(O)COc2ccccc2C)n1 (stereo not given)	-3%	-2%	5%	-10%	0.4%
CC(C)NC(=O)COC(=O)c1ccc(O)cc1	1%	3%	2%	-2%	1.2%
COc1ccc2[nH]c(=O)c(CN(c3ccc(C)c(C)c3)S(C)(=O)=O)cc2c1	13%	18%	4%	2%	2.3%
COC(=O)CC1=NN(c2ccc(OC)cc2)C(=O)/C1=C\c1ccc(Cl)cc1	-1%	-18%	1%	-6%	2.4%
CS(=O)(=O)N(Cc1nc2sc3c(c2c(=O)[nH]1)CCCC3)C1CCCCC1	-4%	48%	4%	x	x
O=S1(=O)C=C(Oc2ccc(F)cc2)c2ccccc21	-2%	0%	-9%	-14%	2.9%
COc1cc(C(=O)COC(=O)Cc2cnc3sccn23)cc(OC)c1OC	-3%	-1%	4%	1%	1.3%
CC(=O)N1CC(C)Sc2ccc(S(=O)(=O)NCc3ccccc3Cl)cc21 (stereo not given)	14%	12%	2%	0%	2.6%
O=C(O)c1ccc(/C=N/N2CCN(C3c4ccccc4-c4ccccc43)CC2)cc1	0%	30%	-8%	14%	2.4%
O=C(NCc1ccc2c(c1)OCO2)c1cc(Cl)ccc1Cl	-5%	-7%	7%	15%	i
CCN(CC)C(=O)CSc1nc(-c2ccccc2)ccc1C#N	-13%	-10%	-3%	-6%	2.9%
CC1CC(C)CN(C(=O)C2CC(=O)N(c3ccc4c(c3)OCCO4)C2)C1 (stereo not given)	x	-11%	-5%	-14%	5.8%
Cc1ccccc1NC(=O)NCCCN1CCCC1	-14%	5%	-2%	1%	1.7%
CC(/C=C/c1ccc2c(c1)OCO2)=N\NC(=O)C(O)c1ccccc1 (stereo not given)	10%	x	-10%	-15%	1.0%
C=CCN1CC2CC3(COc4cc(C)cc(C)c4)C=CC2(O3)C1=O (stereo not given)	1%	76%	4%	-4%	6.0%
CC1(C(=O)OCC(=O)NCCNC(=O)COC(=O)C2(C)CC2(Cl)Cl)CC1(Cl)Cl (stereo not given)	-9%	13%	-7%	-1%	2.3%
CCOC(=O)c1nc(N)sc1C(=O)OCC	-5%	-13%	2%	3%	0.5%
CCc1ccc(CN2CCN(Cc3cc(Br)ccc3O)CC2)cc1	3%	1%	33%	-18%	1.8%
COc1ccccc1N1CCN(Cc2cc(OC)c3c(c2)OCO3)CC1	-1%	-16%	0%	-3%	i
O=C(Nc1cccc(C(F)(F)F)c1)N(Cc1ccc(Cl)cc1)CC(O)C(F)(F)F (stereo not given)	-2%	11%	10%	-6%	i
COC(=O)c1nn(C)c(=O)[nH]c1=O	x	x	x	0%	i
Cc1nnsc1Sc1ccccn1	3%	15%	7%	-14%	0.2%
CCc1c(N)nc(N)nc1Nc1ccc(C)c(C)c1	x	x	x	3%	0.4%
Cc1cc(C)c2c(CC(=O)NCCc3ccccc3)coc2c1	1%	14%	-1%	8%	0.4%
CS(=O)(=O)N1CCc2cc(-c3csc(NC(=O)Cc4ccccc4)n3)ccc21	18%	31%	u	-2%	7.5%
O=C(Nc1ccc(OCC(=O)N2CCOCC2)cc1)c1cccc(Cl)c1	-9%	6%	-7%	-13%	2.2%
CC1OC1c1ccc(-c2ccc(C3OC3C)cc2)cc1 (stereo not given)	x	x	x	1%	4.7%
CSc1nc2c(c(=O)[nH]c(=O)n2C)n1C/C=C(\C)Cl	0%	13%	1%	19%	0.5%
COCC(COS(N)(=O)=O)C(C)C (stereo not given)	-6%	-2%	-5%	9%	0.2%
CC1Cc2ccccc2N1C(=O)c1cc2cccnc2n(C)c1=O (stereo not given)	3%	-4%	-2%	-16%	7.7%
CC1(C)Cc2c(c(N3CCOCC3)nc3sc4c(NCc5ccccc5)nnnc4c23)CS1	-4%	5%	u	12%	3.2%
Clc1ccc(-c2nnc(-c3ccc4ccccc4c3)o2)cc1	x	x	x	-18%	2.0%
Cc1cccc(NC(=O)c2ccc3c(c2)C(=O)N(c2ccccc2C)C3=O)n1	5%	3%	3%	3%	8.9%
CCC(=O)Nc1nc2c(c(=O)[nH]1)CCCC2	-9%	-5%	-8%	2%	i
Cc1onc(-c2ccccc2Cl)c1C(=O)OCc1nnc(-c2ccccc2)o1	3%	16%	1%	-15%	3.8%
COCCC(=O)N1CCC(Oc2ccc(C(=O)N3CCCCC3CCO)cc2)CC1 (stereo not given)	3%	-3%	0%	-2%	5.5%
COc1cccc(CNC(=O)CCC2CCCN(Cc3cc4ccccc4o3)C2)c1 (stereo not given)	0%	18%	12%	-4%	i
Cc1ccc(OCC(=O)Oc2ccc(C(C)C)cc2)cc1	12%	67%	-1%	-10%	i
CCC(C(=O)OCC(=O)NC(=O)c1ccccc1)c1ccccc1 (stereo not given)	3%	-11%	-6%	-5%	0.6%
